# GLS inhibitor: qHTS for Inhibitors of Glutaminase (GLS); Potency, µM (top dose mostly 45.5 µM), for the others: at the highest dose activity change, negative = inhibition, most hits filed as inhibitors; Glutaminase kidney isoform, mitochondrial (Homo sapiens), O94925; actives 0.21% (n = 410,000); GLS enzymatic activity, qHTS titration; note: potency is the fitted concentration of half-maximal effect; % is set by controls: 0 for no effect and ±100 for the full control effect
#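 Human kidney-isoform GLS in 45 mM KH2PO4 pH 8.2, 0.02% Tween-20, with compound, started with 1mM L-Glutamine (added stock). Glutamate oxidase/HRP/Amplex red coupled fluorescence read at start and after 30 min at RT.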
# BAZ2B inh: qHTS Assay for Inhibitors of BAZ2B. actives 4.4% (n = 360,000). AlphaScreen BAZ2B-H3K14Ac peptide displacement. Bromodomain adjacent to zinc finger domain protein 2B (Homo sapiens), Q9UIF8. Potency, µM (titrated, usually from 114 µM), for the others: at the top dose activity change, negative = inhibition, most hits filed as inhibitors; note: potency is the fitted concentration of half-maximal effect; % is set by controls: 0 for no effect and ±100 for the full control effect; nearly all actives have a fitted effect of over 60% in size
#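 Protein-peptide AlphaScreen: BAZ2B 50 nM, b-H3K14Ac 50 nM, 1x PBS pH 7.4 + 0.01% Tween-20. Preincubation 30 min RT; cpd 30 min RT (top 110 uM); beads 20 min RT, light-protected.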
# RGS4 inhibitor: Inhibitors of Regulator of G Protein Signaling (RGS) 4: qHTS; Transcreener GDP fluorescence polarization, RGS4-accelerated GTP hydrolysis; Potency, µM (highest dose often 114 µM), inactives show top-dose activity change, negative = inhibition, most hits filed as inhibitors; actives 0.039% (n = 390,000); AID 504845, 2011; note: potency is the fitted concentration of half-maximal effect; % is set by controls: 0 for no effect and ±100 for the full control effect; nearly all actives have a fitted effect of over 75% in size; some results filed as inactive show a strong effect at the top dose
# Target sequence (P49798 whole entry, looked up): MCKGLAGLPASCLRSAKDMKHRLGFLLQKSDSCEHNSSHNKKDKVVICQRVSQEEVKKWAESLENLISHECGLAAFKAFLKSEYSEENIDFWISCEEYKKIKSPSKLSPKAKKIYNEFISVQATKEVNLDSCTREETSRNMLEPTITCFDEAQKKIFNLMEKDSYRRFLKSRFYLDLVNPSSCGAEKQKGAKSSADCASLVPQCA
#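 MLSMR compounds (23 nl, pin-transferred) preincubated 10 min at room temperature with a 500nM (2x) first reagent, then RGS4 at 900nM (2x) plus Transcreener GDP mix added; fluorescence polarization (620/688 nm) read before and after 90 min at 30 °C.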
# JMJD2A Tudor: qHTS Assay for Inhibitors of JMJD2A-Tudor Domain | AlphaScreen JMJD2A-Tudor / H3K4me3 peptide binding | Potency, µM (series often up to 114 µM), for inactives: top-dose activity change, negative = inhibition, usual class: inhibitors | actives 4.4% (n = 390,000); note: potency is the fitted concentration of half-maximal effect; % is set by controls: 0 for no effect and ±100 for the full control effect; nearly all actives have a fitted effect of over 50% in size
# HP1b chromo inh: HTS for Inhibitors of HP1-beta Chromodomain Interactions with Methylated Histone Tails; actives 0.56% (n = 390,000); Potency, µM (doses to about 114 µM), for inactives: top-dose activity change, negative = inhibition, most hits filed as inhibitors; AlphaScreen HP1-beta / biotin-H3K9me3 peptide binding; note: potency is the fitted concentration of half-maximal effect; nearly all actives have a fitted effect of over 70% in size; inactives centre near 23
# Target sequence (P83916 whole entry, looked up): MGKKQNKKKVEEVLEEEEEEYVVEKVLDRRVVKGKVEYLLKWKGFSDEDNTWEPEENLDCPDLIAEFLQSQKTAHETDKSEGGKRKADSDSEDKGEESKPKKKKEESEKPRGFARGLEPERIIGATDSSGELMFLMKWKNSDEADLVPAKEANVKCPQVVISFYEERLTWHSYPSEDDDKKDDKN
#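 HP1-beta protein (50 nM final) preincubated 30 min at room temperature with biotinylated H3(1-18)K9me3 peptide (50 nM) in PBS pH 7.4, 0.01% Tween-20, then compound added for 30 min. AlphaScreen streptavidin donor/nickel chelate acceptor beads (10 ug/mL final), 30 min dark, luminescence read.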
# G9a block: qHTS Assay for Inhibitors of Histone Lysine Methyltransferase G9a; G9a H3K9 monomethylation, AlphaScreen, 2 h; Histone-lysine N-methyltransferase EHMT2 (Homo sapiens), Q96KQ7; Potency, µM (top dose mostly 102 µM), without a hit: at the highest dose activity, negative = inhibition, actives largely listed as inhibitors; actives 8.8% (n = 350,000); AID 504332, 2011; note: potency is the fitted concentration of half-maximal effect; % is set by controls: 0 for no effect and ±100 for the full control effect; nearly all actives have a fitted effect of over 75% in size
#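 Enzyme 20 nM + cpd, 15 min RT; add b-H3K9 pep 500 nM / SAM 20 uM; 2 h RT; anti-H3K9me1 Ab 0.5 ug/mL + SA donor / anti-rabbit acceptor beads 20 ug/mL each, 10 min; AlphaScreen read.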
# PI4K2A block: qHTS for small molecular inhibitors of PI4K2A | Phosphatidylinositol 4-kinase type 2-alpha (Homo sapiens), Q9BTU6 | purified PI4K2A, ADP-Glo luminescence, 1 h; hits give low values | activity change, negative = inhibition, % at 76.9 µM | actives 0.13% (n = 420,000) | AID 1346378, 2018; in the data active = activity change below about -50%; inconclusive = mostly about -30% to -49%;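 note: -100% = wells without enzyme as full effect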
#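 PI4K2A activity was measured by ADP-Glo luminescence: enzyme (4 ug/mL stock) and phosphatidylinositol (1.2 mM stock) in Tris pH 7.5/MgCl2/EGTA/Triton X-100 buffer were reacted with ATP (300 microM stock) for one hour at ambient temperature.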
# ERG-DNA inh: qHTS for Small Molecule Inhibitors of the ERG Ets/DNA interaction; Transcriptional regulator ERG (Homo sapiens), P11308; fluorescence polarization, His-ERG Ets domain / labelled DNA; Potency, µM (highest dose often 76.9 µM), inactives show at the highest dose FP activity, negative = inhibition, hits mostly inhibitors; actives 0.028% (n = 370,000); AID 624246, 2012; active = well fitted inhibition curve with a large enough effect in the polarisation, with a control signal flat; inconclusive = small, poorly fitted or top-dose-only effect, or effect the other way, or a change in a side signal; inactive = no such curve, though single readings can be large or run the other way; the % refers to the polarisation;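 note: polarization taken with two DNA probes labelled with fluorescein and Texas red; potency is the fitted concentration of half-maximal effect; % of control where 0% means no effect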
# Target sequence (P11308 whole entry, looked up, the tested form may be a part): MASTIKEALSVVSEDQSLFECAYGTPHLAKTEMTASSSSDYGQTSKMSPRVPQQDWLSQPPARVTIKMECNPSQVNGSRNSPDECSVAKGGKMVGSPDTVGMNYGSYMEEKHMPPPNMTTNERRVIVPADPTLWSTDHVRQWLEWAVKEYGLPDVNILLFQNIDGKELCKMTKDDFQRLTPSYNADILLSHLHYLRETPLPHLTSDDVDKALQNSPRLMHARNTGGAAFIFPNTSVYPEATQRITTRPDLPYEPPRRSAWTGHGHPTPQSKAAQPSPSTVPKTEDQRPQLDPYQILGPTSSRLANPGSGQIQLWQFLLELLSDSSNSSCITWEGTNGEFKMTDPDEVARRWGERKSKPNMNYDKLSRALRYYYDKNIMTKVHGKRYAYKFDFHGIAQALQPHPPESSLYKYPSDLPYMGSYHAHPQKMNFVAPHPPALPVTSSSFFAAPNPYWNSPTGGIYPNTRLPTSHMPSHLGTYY
#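 His-tagged ERG Ets domain (1 uM in the protein solution; 300mM KCl, 50mM Tris-HCl, 1mM EDTA, 1mM DTT, pH 7.5) received compound, then a probe mix of 5 nM fluorescein-DNA and 100nM Texas-615-DNA. Fluorescence polarization was read for both dyes.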
# ALOX12 inh: Primary qHTS assay for inhibitors of human arachidonate 12S-lipoxygenase (ALOX12): Round 2. purified 12hLO, xylenol orange hydroperoxide absorbance. Polyunsaturated fatty acid lipoxygenase ALOX12 (Homo sapiens), P18054. actives 1.1% (n = 580,000). Potency, µM (doses to about 108 µM), without a hit: at the highest dose activity change, negative = inhibition, actives largely listed as inhibitors. AID 1671190, 2021; note: potency is the fitted concentration of half-maximal effect; % is set by controls: 0 for no effect and ±100 for the full control effect
#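 Purified human 12hLO (150 nM final) in 25 mM Hepes, 0.01% Triton X-100, pH 7.0 was preincubated 15 min at room temperature with compound. Then 40 uM arachidonic acid was added, 30 min. Hydroperoxide was read by Fe-XO absorbance ratio 573/405 nm.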
# Starred values were filed as active, the others as inactive; ? = inconclusive; . = no result given; & = joins results of further samples; [ ] = another dose, or the depositor's remark. Unless noted, calls come from the whole dose curve; as a rule, active = well fitted curve in the direction sought with a large enough effect; inconclusive = small, poorly fitted or top-dose-only effect, or another doubt; inactive = no such curve, though single readings can be large; an effect the other way counts as inactive or inconclusive. A portion of the library, so the mix of outcomes need not match the whole.
SMILES,GLS inhibitor,BAZ2B inh,RGS4 inhibitor,JMJD2A Tudor,HP1b chromo inh,G9a block,PI4K2A block,ERG-DNA inh,ALOX12 inh
O=C(Cc1ccc(F)cc1)N/N=C/c1ccccn1,1.6%,?,-12.2%,4.7%,36.6%,3.98µM*,-0.4,7.1%,7.5%
CCC(Oc1ccc2c(=O)c(-c3ccccc3OC)coc2c1)C(=O)OCc1ccccc1 (stereo not drawn),-1.5%,-5.1%,14.7%,7.3%,38.9%[activator],31.4%[activator][59 µM],0.9,-2.6%,-14.2%
C/C(CC(=O)Nc1ccc(Cl)cc1Cl)=N\NC(=O)c1ccncc1,26.1%,0.3%,5.9%,-16.9%,46.9%[activator],21.6%[59 µM],-24.0,-2.9%,16.8%
O=C(Cc1cccs1)Nc1ccccn1,-0.9%,?,-16.6%,-14.4%,28.5%,?,-8.8,-18.4%,-12.1%
O=C(CSc1ccc(F)cc1)Nc1nnc(-c2ccco2)o1,8.3%,35.5µM*,18.1%,?,38.4%[activator],0.6%[0.501 µM],-4.5,20.0%,-6.6%
COc1ccc(NC(=O)CSc2nc(N)cc(N)n2)cc1S(=O)(=O)N1CCCCC1,-5.2%,-5.8%,-17.4%,-6.9%,40.2%[activator],?,-0.1,3.5%,?
COCCn1c(SC)nnc1-c1c[nH]c2ccccc12,-4.8%,-1.0%,13.4%,-20.8%,28.6%,-3.6%,0.1,-5.6%,18.2%[57.4 µM]
COc1cc2c(cc1NS(=O)(=O)N1CCCCC1)oc1ccccc12,9.1%,-7.9%,16.7%,-9.5%,14.6%,19.5%[12.7 µM],4.4,2.7%,15.1%
O=C(Nc1cc(-c2nn(CC(=O)N3CCCCC3)c(=O)c3ccccc23)ccc1N1CCOCC1)c1ccc(Cl)cc1,-7.2%,-28.7%[57.1 µM],-4.1%,-13.5%,9.6%,17.9%,-1.1,-1.1%,-23.8%
Cc1ccc(S(=O)(=O)NCCCNC(=O)c2ccccc2)cc1,-6.1%,7.8%,4.0%,5.2%,28.8%,-1.1%[59 µM],-0.1,3.7%,-23.0%
CCn1c(C(=O)OC)cc2c1ccn2-c1ccc(F)cc1,?,12.6µM*,-57.1%[11.4 µM],3.16µM*,?,?,-23.5,-3.4%,0.0%[57.4 µM]
NC(=S)N1N=C(c2ccccc2)CC1=O,32.0%[activator],.,-27.3%,-9.7%,14.5%,.,-23.6,-6.7%,-26.7%
CCOC(=O)c1c(-c2ccc(C)o2)csc1NC(=O)CSc1ncn[nH]1,1.4%,?,?,?,-4.3%,?,-4.3,-11.0%,-5.8%
COc1ccc(NC(=O)c2ccco2)cc1NC(=O)COc1cc(C)ccc1C(C)C,5.3%,-14.6%,-9.5%,2.6%,38.5%,-0.6%[59 µM],-6.1,3.6%,-19.4%
CCOC(=O)CCC(=O)NNC(=O)c1ccc(NC(=O)c2ccccc2)cc1,21.7%,1.6%,-102.8%[56.9 µM],?,15.0%,.,3.4,0.7%,176.6%[activator]
Cc1cccc(NC(=O)c2cc(CN3CCOCC3)on2)c1C,-4.6%,-9.0%,7.5%,-6.0%,23.3%,-0.6%[59 µM],0.7,1.9%,-8.6%
CCN(CC)S(=O)(=O)c1cc(NC(=O)CCNC(=O)c2ccco2)ccc1C,1.8%,-6.6%,17.7%,-17.1%,-20.0%,-19.5%,-1.3,-2.9%,-8.9%
Cn1nc(C(=O)Nc2nc3ccccc3[nH]2)c2ccccc2c1=O,-6.1%,-24.1%,-48.9%,-13.7%,4.6%,15.5%[59 µM],1.1,5.5%,-23.1%
Cc1c(C(=O)Nc2nc(-c3ccc(F)cc3)ns2)oc2ccc(Cl)cc12,-8.7%,-0.2%,23.6%,-21.7%,4.4%,?,3.5,-5.4%,-12.0%
Cc1cc(C)n2nc(N)c(N=Nc3ccc4c(c3)OCO4)c2n1,-1.6%,-26.9%,-15.9%,0.7%,23.0%,4.1%[59 µM],-0.7,6.8%,-28.2%
CCOC(=O)CC(=O)c1[nH]c(C)c(C(=O)OCC)c1C,-1.5%,79.4µM*,-4.1%,-11.3%,44.5%[activator],-26.9%,2.3,-3.3%,-4.7%
CCOc1ccc(-n2cc(-c3ccccc3)c3c(NCc4ccc(F)cc4)ncnc32)cc1,7.5%,?,-4.1%,-32.4%,18.8%,-1.3%[59 µM],-3.9,1.4%,-29.5%
CSc1oc(-c2ccco2)nc1S(=O)(=O)c1ccc(Br)cc1,-0.3%,-32.0%,-4.0%,-33.3%,27.7%,39.8µM*,0.8,8.2%,-6.0%[57.4 µM]
CCN(C(=O)CSc1nc2ccccc2n1CC)C1CCS(=O)(=O)C1 (stereo not drawn),4.9%,-2.9%,-43.5%,-9.8%,28.4%,-3.5%,-2.2,-9.7%,-8.3%
COc1ccc(CN(Cc2ccco2)c2cnc(S(C)(=O)=O)nc2C(=O)Nc2ccc(F)cc2)cc1,-0.7%,-22.8%,-25.4%,-28.1%,19.6%,?,0.9,-1.0%,3.7%

# Individual results from the list:
# For HP1b chromo inh, NC(=S)N1N=C(c2ccccc2)CC1=O is entered as 14.5%
# For RGS4 inhibitor, CCOC(=O)CC(=O)c1[nH]c(C)c(C(=O)OCC)c1C is entered as -4.1%

# (next part)
SMILES,GLS inhibitor,BAZ2B inh,RGS4 inhibitor,JMJD2A Tudor,HP1b chromo inh,G9a block,PI4K2A block,ERG-DNA inh,ALOX12 inh
CCOC(=O)CC1=NS(=O)(=O)c2ccccc2N1,-1.6%,7.7%,-17.2%,-16.1%,43.6%[activator],-1.0%,1.0,3.7%,-7.0%
CC(C)CNC(=O)c1cccc(NC(=O)c2ccc(Cl)c([N+](=O)[O-])c2)c1,8.1%,-21.4%,21.1%,-17.1%,15.9%,?,-12.4,.,-0.3%
Cc1cc(N2CC(C(=O)NCc3cccs3)CC2=O)ccc1C(C)C (stereo not drawn),-4.2%,-2.7%,-13.3%,-12.2%,56.7%[activator],0.7%[59 µM],0.8,2.5%,0.0%
COc1ccc(CNC(=O)CSc2nc(SC)ns2)cc1,-4.3%,-7.1%,20.2%,-13.4%,21.7%,44.7µM*,1.5,-4.5%,?
COc1ccc(NS(=O)(=O)CC(C)C)c(OC)c1,-0.3%,-20.5%,2.1%,-13.7%,22.2%,?,-2.5,-6.5%,-29.2%
CCOC(=O)c1c(C)sc(-c2c(-c3ccc(OC)c(F)c3)[nH]c3[nH]c(=O)[nH]c(=O)c23)c1O,20.4%,0.4%,-6.7%,-22.2%,23.0%,-8.6%[59 µM],7.9,4.2%,?
C=CCNC(=S)N1CCN(CCN=CC2=C(O)CC(c3cccs3)CC2=O)CC1 (stereo not drawn),3.6%,34.4%[activator],7.2%,-7.5%,18.6%,0.5%,5.9,-3.1%,6.6%
COC(=O)CN1C2(C#N)CCCCC2CC2CCCCC21C#N (stereo not drawn),-5.2%,5.7%,15.7%,-18.4%,42.6%[activator],47.3%[59 µM],8.5,3.0%,-3.3%
CCC(=O)N1CCc2cc(CNS(=O)(=O)c3ccc(Br)s3)ccc21,6.5%,4.0%,7.6%,-0.6%,22.6%[57 µM],1.9%[59 µM],-3.9,-1.4%,-7.5%
CN1CCN(C(=O)c2cc3sc4ccccc4c3s2)CC1,-3.9%,-37.0%,-29.0%,-14.5%,12.4%,.,4.4,10.7%,3.6%
CCN1Cc2c(cc(OC)c(OC)c2OC)-c2ccccc2S1(=O)=O,0.2%,.,-3.1%,-11.0%,48.3%[activator],.,-5.6,-7.9%,?
O=C(C1=C[C@H](c2coc3ccccc3c2=O)C[C@H](OCCCCO)O1)N1CCN(Cc2ccc3c(c2)OCO3)CC1,5.1%,-24.3%,-7.4%,-31.0%,7.0%,5.1%[12.7 µM],-1.5,12.6%,-1.2%
Cc1c(-n2c(=O)n(Cc3ccccc3)c(=O)c3[nH]cnc32)cccc1S(C)=O (stereo not drawn),-6.9%,-15.1%,-18.9%,-10.2%,10.6%,?,-0.6,-4.6%,-17.5%
CN(CC(=O)NC1CCN(Cc2ccccc2)CC1)S(=O)(=O)c1ccc(Cl)s1,-5.7%,0.0%,-11.4%,0.0%,30.7%,-1.3%[2.33 µM],5.8,10.3%,-20.1%
COc1ccc(-c2nc(CS(=O)CC(=O)NCCN3CCCCC3C)c(C)o2)cc1OC (stereo not drawn),-0.8%,14.6%,-0.4%,-10.2%,0.2%[57 µM],23.0%,-1.6,2.5%,-4.1%&-19.6%
Cn1c(/C(C#N)=C(\O)c2ccc([N+](=O)[O-])s2)nc2ccccc21,3.9%,-13.7%,-4.2%,-14.8%,20.6%,5.6%,2.8,13.3%,12.5%

# Screening results as filed in PubChem.
